G9a block: qHTS Assay for Inhibitors of Histone Lysine Methyltransferase G9a | Potency, µM (highest dose often 102 µM), inactives show at the highest dose activity, negative = inhibition, most hits filed as inhibitors | Histone-lysine N-methyltransferase EHMT2 (Homo sapiens), Q96KQ7 | G9a H3K9 monomethylation, AlphaScreen, 2 h | 8.8% of 350,000 active | AID 504332, 2011; also: % is scaled to controls: 0 for no effect and ±100 for the full control effect; nearly all actives have a fitted effect of over 75% in size
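Compounds were preincubated with 20 nM G9a for 15 min, after which biotinylated H3K9 peptide (500 nM) and SAM (20 uM) started a 2 h room-temperature reaction. Monomethylated product was quantified by antibody-based AlphaScreen chemiluminescence.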
GLS inh: qHTS for Inhibitors of Glutaminase (GLS); Potency, µM (doses to about 45.5 µM), inactives show at the top dose activity change, negative = inhibition, most hits filed as inhibitors; 0.21% of 410,000 active; Glutaminase kidney isoform, mitochondrial (Homo sapiens), O94925; GLS enzymatic activity, qHTS titration; also: % is scaled to controls: 0 for no effect and ±100 for the full control effect
Target sequence (O94925 whole entry, looked up, canonical isoform): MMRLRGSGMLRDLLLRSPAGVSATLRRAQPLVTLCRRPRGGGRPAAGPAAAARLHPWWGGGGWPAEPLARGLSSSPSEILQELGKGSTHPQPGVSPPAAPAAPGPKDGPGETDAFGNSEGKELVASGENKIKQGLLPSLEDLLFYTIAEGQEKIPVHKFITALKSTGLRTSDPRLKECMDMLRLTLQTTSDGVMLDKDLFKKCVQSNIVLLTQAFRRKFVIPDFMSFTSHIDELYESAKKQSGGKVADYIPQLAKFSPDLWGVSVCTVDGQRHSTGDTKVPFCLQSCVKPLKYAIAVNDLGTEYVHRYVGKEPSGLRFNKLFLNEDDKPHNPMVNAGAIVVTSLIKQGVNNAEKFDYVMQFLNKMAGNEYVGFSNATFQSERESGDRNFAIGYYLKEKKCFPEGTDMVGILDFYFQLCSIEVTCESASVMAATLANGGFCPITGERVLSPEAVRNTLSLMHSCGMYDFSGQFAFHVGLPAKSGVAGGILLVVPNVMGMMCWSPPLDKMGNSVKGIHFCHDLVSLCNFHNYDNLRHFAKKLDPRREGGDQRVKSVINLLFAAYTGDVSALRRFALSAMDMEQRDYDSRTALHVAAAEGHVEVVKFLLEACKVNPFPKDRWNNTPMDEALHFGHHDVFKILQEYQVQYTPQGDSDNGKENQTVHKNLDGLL
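hKGA; 45 mM KH2PO4 pH 8.2 + 0.02% Tween-20; cpd via pin tool; 1 mM Gln soln; GluOx/HRP/Amplex Red; RT 30 min; fluor. t0 & final.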
BAZ2B block: qHTS Assay for Inhibitors of BAZ2B; Bromodomain adjacent to zinc finger domain protein 2B (Homo sapiens), Q9UIF8; AlphaScreen BAZ2B-H3K14Ac peptide displacement; Potency, µM (titrated, usually from 114 µM), for the others: at the highest dose activity change, negative = inhibition, actives largely listed as inhibitors; 4.4% of 360,000 active; also: % is scaled to controls: 0 for no effect and ±100 for the full control effect; nearly all actives have a fitted effect of over 60% in size
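Inhibition is scored as reduced AlphaScreen emission. The BAZ2B/b-H3(5-23)K14Ac complex (50 nM each) in PBS pH 7.4, 0.01% Tween-20 meets compound (up to 110 uM) for 30 min at RT before bead addition.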
Pin1 inhibitor: qHTS Assay to Find Inhibitors of Pin1 | Potency, µM (titrated, usually from 115 µM), inactives show at the top dose activity, negative = inhibition, usual class: inhibitors | Pin1 FP peptide displacement, HiFluor488, 10 min | Peptidyl-prolyl cis-trans isomerase NIMA-interacting 1 (Homo sapiens), Q13526 | 0.009% of 390,000 active; active = well fitted inhibition curve with a large enough effect in the polarisation, with a control signal flat, not every such curve was filed as active; inconclusive = small, poorly fitted or top-dose-only effect, or effect the other way, or a change in a side signal; inactive = no such curve, though single readings can be large or run the other way; the % refers to the polarisation; also: % is scaled to controls: 0 for no effect and ±100 for the full control effect
Target sequence (Q13526 whole entry, looked up): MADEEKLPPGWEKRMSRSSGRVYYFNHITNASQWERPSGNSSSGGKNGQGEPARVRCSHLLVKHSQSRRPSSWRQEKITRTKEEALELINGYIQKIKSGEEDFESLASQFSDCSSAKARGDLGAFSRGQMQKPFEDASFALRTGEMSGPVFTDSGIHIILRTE
Pol iota inh: qHTS for Inhibitors of Polymerase Iota. DNA polymerase iota (Homo sapiens), Q9UNA4. Potency, µM (titrated, usually from 115 µM), for inactives: at the top dose activity, negative = inhibition, hits mostly inhibitors. Pol iota fluorescent replication assay, 10 min. 1% of 390,000 active
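Fluorescent replication assay read twice, at 0 min and 10 min after adding 50 nM (final) substrate. Enzyme (10 nM) and compounds were first incubated 15 min at room temperature; enzyme-free buffer wells were negative controls.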
Tb PGK inh: qHTS Assay to Find Inhibitors of Phosphoglycerate Kinase; PGK/GAPDH coupled, Kinase-Glo luminescence, 60 min; Potency, µM (titrated, usually from 57.5 µM), without a hit: at the highest dose activity change, negative = inhibition, actives largely listed as inhibitors; 0.043% of 380,000 active; AID 602233, 2012; also: % is scaled to controls: 0 for no effect and ±100 for the full control effect; nearly all actives have a fitted effect of over 60% in size
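Recombinant glycosomal PGK reaction used 1,3-bisphosphoglycerate generated in-well by GAPDH (100nM final) in 100mM TEA pH 7.6, 5mM MgCl2, 0.01% Tween-20. After 60 minutes at room temperature, ATP was read by Kinase-Glo Plus luminescence end-point.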
JMJD2A Tudor inh: qHTS Assay for Inhibitors of JMJD2A-Tudor Domain; AlphaScreen JMJD2A-Tudor / H3K4me3 peptide binding; 4.4% of 390,000 active; Potency, µM (series often up to 114 µM), for inactives: at the top dose activity change, negative = inhibition, usual class: inhibitors; also: % is scaled to controls: 0 for no effect and ±100 for the full control effect; nearly all actives have a fitted effect of over 50% in size
BLM helicase inh: qHTS Assay for Inhibitors of Bloom's syndrome helicase (BLM) | Potency, µM (titrated, usually from 56.1 µM), for the others: top-dose activity change, negative = inhibition, hits mostly inhibitors | 0.2% of 350,000 active | recombinant BLM DNA unwinding, fluorescence dequenching | RecQ-like DNA helicase BLM (Homo sapiens), P54132 | AID 2528, 2010;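 also: plate controls were vehicle for no effect and no enzyme for full effect; nearly all actives have a fitted effect of over 35% in size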
HP1b chromo inh: HTS for Inhibitors of HP1-beta Chromodomain Interactions with Methylated Histone Tails. Chromobox protein homolog 1 (Homo sapiens), P83916. AlphaScreen HP1-beta / biotin-H3K9me3 peptide binding. Potency, µM (series often up to 114 µM), without a hit: at the highest dose activity change, negative = inhibition, actives largely listed as inhibitors. 0.56% of 390,000 active. AID 540317, 2011; also: nearly all actives have a fitted effect of over 70% in size; inactives centre near 23
Target sequence (P83916 whole entry, looked up): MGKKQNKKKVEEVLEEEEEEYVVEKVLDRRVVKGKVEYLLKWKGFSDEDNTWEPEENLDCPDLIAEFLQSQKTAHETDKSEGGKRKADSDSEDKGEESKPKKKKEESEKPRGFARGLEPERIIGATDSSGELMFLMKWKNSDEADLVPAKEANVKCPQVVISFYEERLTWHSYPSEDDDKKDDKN
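Compound inhibition of the preformed complex between 50 nM HP1-beta and 50 nM biotinylated H3K9me3 peptide was read by AlphaScreen. Buffer was PBS pH 7.4 with 0.01% Tween-20. Incubations ran 30 min at room temperature, with 10 ug/mL donor/acceptor beads.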
The depositor's hits bear a star; i = inactive; ? = inconclusive; / = no result given; & = joins results of further samples; [ ] = dose if it differs, or a comment. Unless noted, calls follow the shape of the dose curve; as a rule, active = well fitted curve in the direction sought with a large enough effect; inconclusive = small, poorly fitted or top-dose-only effect, or another doubt; inactive = no such curve, though single readings can be large; an effect the other way counts as inactive or inconclusive. Potency is read from the fitted curve at half-maximal effect. The list is partial. The share of hits here may be higher or lower than overall.

SMILES	G9a block	GLS inh	BAZ2B block	Pin1 inhibitor	Pol iota inh	Tb PGK inh	JMJD2A Tudor inh	BLM helicase inh	HP1b chromo inh
CC1(C)C2CCC1(C)C(OC(=O)CNc1ccccc1)C2 (stereo unspecified)	-5%[12.7 µM]	22%	12%	-10%	55%[activator]	-12%	0%[11.4 µM]	-4%	43%
Cc1ccccc1NC(=O)COC(=O)c1c[nH]c(=O)[nH]c1=O	-47%	-6%	-23%	2%	-12%	-6%	-6%	-3%	14%
C=CCn1c(SCC(N)=O)nc(C)cc1=O	-10%[12.7 µM]	-2%	1%	2%	18%	-1%	-23%[11.4 µM]	2%	40%[activator]
CCOC(=O)C1CCCN(C(=O)c2cc(Cl)ccc2NC(=O)C2=C(C)OCCS2)C1 (stereo unspecified)	3%[0.0925 µM]	-11%	-29%	5%	-2%	-3%	-16%	-2%	13%
COCC(C)NC(=O)c1oc2c(c1C)C1(CCC2)SCCS1 (stereo unspecified)	?	0%	-33%	6%	1%	i	-22%	1%	5%
Fc1ccc(-c2csc(NC(=S)Nc3ccccc3)n2)cc1	?	18%	-22%	-4%	-17%	-11%	-26%	-6%	2%
COCCN(C(=O)Cc1cccs1)c1nnc(-c2cccnc2)s1	11%[59 µM]	0%	19%	?	10%	-4%	-5%	-2%	17%
COc1ccc(CCNCc2ccc(OCC(=O)N3CCCCC3)c(OC)c2)cc1OC	-25%	20%	-5%	2%	16%	-10%	-6%	-8%	-5%
CC1(c2ccccc2)CC(C)(C)N(C(=O)c2cc([N+](=O)[O-])cc([N+](=O)[O-])c2)c2ccccc21 (stereo unspecified)	?	-2%	?	-2%	28%	-1%	?	-6%	-27%
CCn1c(SCC(=O)Nc2ccc(OC)cc2)nc2nc3c(cc2c1=O)CCCC3	2%	-2%	-13%	8%	37%[activator]	6%	-14%	3%	23%
COc1ccc(N2CCN(S(=O)(=O)c3ccc(Cl)c(C(F)(F)F)c3)CC2)cc1	-2%[59 µM]	-2%	7%	1%	-10%	i	1%	2%	26%
COc1ccc(-c2ccc(S(=O)(=O)N3CCOCC3)cc2)cc1	6%[12.7 µM]	-1%	-1%	1%	9%[58.9 µM]	11%	-3%	-1%	29%
COc1ccc(-c2[nH]ncc2CN(C)Cc2nonc2C)c(OC)c1	-1%	3%	3%	2%	-13%	-7%	-12%	-5%	28%
c1ccc(CNc2ncnc3c2cnn3-c2ccccc2)cc1	21%	9%	-4%	?	4%	3%	-12%	-2%	21%
O=c1c2c(-c3ccc([N+](=O)[O-])cc3)ccnc2[nH]n1-c1ccccc1	?	-3%	-36%	1%	11%	i	-17%	-4%	16%
CSc1ccc(CCNC(=O)Cn2ncc3c(=O)oc4ccc(C)cc4c32)cc1	-1%[59 µM]	-3%	-10%	9%	30%[activator]	-2%	-9%	-9%	33%
O=C(Nc1ccccc1)N1CCCc2ccccc21	-6%[59 µM]	-3%	-1%	-1%	17%	-5%	8%	1%	40%[activator]
COc1ccc(CNC(=O)CN2CCN(c3ccccc3)CC2)cc1	2%	21%	-5%	-2%	-1%	-9%	-9%	2%	15%
COc1cccc(C(=O)Nc2ccc3[nH]c(=O)[nH]c3c2)c1OC	-6%	-4%	0%	2%	184%[activator]	-2%	-4%	-3%	28%
CN(C)/C=C(/C(=O)c1ccccc1Cl)S(=O)(=O)c1ccccc1	/	1%	/	-10%	1%	1%	-19%	/	4%
CCOC(=O)c1cc2n(n1)C(C(F)(F)C(F)(F)F)CC(C)N2 (stereo unspecified)	15%[12.7 µM]	17%	-3%	-3%	11%	-2%	-22%	0%	29%
CCCCN1C[C@H](O)[C@@H](O)[C@H](O)[C@H]1CO	3%	8%	1%	-6%	?	-4%	-12%	-10%	22%
CN(C(=O)CSc1nnnn1-c1ccc(O)cc1)C1CCS(=O)(=O)C1 (stereo unspecified)	11%	0%	-8%	3%	30%[activator]	0%	0%	0%	31%
CCC(=O)Nc1cccc(C2=NN(c3ccccc3)C(c3ccc(OC)cc3)C2)c1 (stereo unspecified)	146%[activator]	-1%	58%[activator]	4%	21%	i	53%[activator]	-14%	152%[activator]

Single entries from above.
O=c1c2c(-c3ccc([N+](=O)[O-])cc3)ccnc2[nH]n1-c1ccccc1 in JMJD2A Tudor inh reads -17%
c1ccc(CNc2ncnc3c2cnn3-c2ccccc2)cc1 in BAZ2B block reads -4%
O=C(Nc1ccccc1)N1CCCc2ccccc21 in HP1b chromo inh reads 40%[activator]
CCC(=O)Nc1cccc(C2=NN(c3ccccc3)C(c3ccc(OC)cc3)C2)c1 (stereo unspecified) in Pol iota inh reads 21%
CCCCN1C[C@H](O)[C@@H](O)[C@H](O)[C@H]1CO in Pin1 inhibitor reads -6%

Given with two lines to a compound: part of the list above.
Each structure is followed by: G9a block | GLS inh | BAZ2B block | Pin1 inhibitor | Pol iota inh | Tb PGK inh | JMJD2A Tudor inh | BLM helicase inh | HP1b chromo inh
O=C(Nc1ccccc1)N1CCCc2ccccc21
    -6%[59 µM] | -3% | -1% | -1% | 17% | -5% | 8% | 1% | 40%[activator]
COc1ccc(CNC(=O)CN2CCN(c3ccccc3)CC2)cc1
    2% | 21% | -5% | -2% | -1% | -9% | -9% | 2% | 15%

Following part.
SMILES	G9a block	GLS inh	BAZ2B block	Pin1 inhibitor	Pol iota inh	Tb PGK inh	JMJD2A Tudor inh	BLM helicase inh	HP1b chromo inh
N#Cc1cc2cc3c(cc2nc1N1CCOCC1)OCO3	5%	15%	23%	6%	15%	6%	16%	-2%	68%[activator]
Cc1cc(C)c(Nc2nc3ccccc3n3c(C)nnc23)c(C)c1	-17%[59 µM]	3%	0%	-2%	12%	i	-10%	0%	13%
COc1ccc(OC)c(C2=NOC(C(=O)NCCN3CCOCC3)C2)c1 (stereo unspecified)	5%[12.7 µM]	3%	-6%	-6%	0%[58.9 µM]	4%	-3%	-1%	18%
CN(c1ccccc1)S(=O)(=O)c1ccc(Cl)c(C(=O)OCC(=O)c2c(N)n(C)c(=O)n(C)c2=O)c1	/	2%	/	18%	30%	-5%	-20%	/	27%
O=C(COC(=O)CC1CC2CCC1C2)Nc1ccc(F)cc1Cl (stereo unspecified)	/	-1%	/	-4%	13%	-7%	71%[activator]	/	112%[activator]
CCC(C)(C)C1CCC2(CC1)NC(=S)N(c1ccccc1)N2 (stereo unspecified)	8.9µM*	-1%	?	?	1%	1%	-23%	1%	39%
CCOc1ccc2[nH]c(=O)c(CN(CC3COCCO3)C(=O)C3CC3)cc2c1 (stereo unspecified)	-8%[59 µM]	-5%	?	10%	45%[activator]	i	-8%	4%	35%
CCCSc1ncc(Cl)c(C(=O)NCc2ccc(C)cc2)n1	15%[59 µM]	4%	5%	0%	2%	/	1%	0%	38%
CC(NC(=O)Cn1cccc1C(=O)c1ccccc1)c1ccc2c(c1)OCCO2 (stereo unspecified)	-5%	2%	-5%	-2%	-21%	-6%	-13%	1%	9%
O=C(O)c1cccc2c1-c1ccc([N+](=O)[O-])cc1C2=O	/	8%	/	-3%	4%	7%	-15%	/	23%
O=C(NCc1cccnc1)[C@@H]1CC=C[C@@H]2CCN(Cc3ccccc3)C(=O)[C@@H]21	/	-1%	/	-10%	7%&49%	9%	-4%	/	23%
COCCN1C(=O)c2ccccc2C(C(=O)NCCCN2CCCC2)C1c1c[nH]c2ccccc12 (stereo unspecified)	2%[59 µM]	-2%	0%	7%	-11%	-8%	-16%	1%	12%
O=C(CSc1nnc(-c2ccc(O)cc2)o1)N1CCOCC1	-5%[59 µM]	8.9µM*	16%	1%	9%	0%	2%	0%	52%[activator]
COc1ccc(C(=O)NNC(=O)c2ccc3ccccc3n2)cc1	18%[2.33 µM]	24%	8%	3%	20%	11%	-6%	/	24%
CCOC(=O)C1=C(CC)Nc2ccccc2N=C1NC(=O)c1ccc(S(=O)(=O)N2CCCC2)cc1	-2%	-16%	-14%	?	23%	-1%	-5%	-11%	24%
O=C(Nc1cc([N+](=O)[O-])ccc1F)c1cccs1	22%	-5%	-2%	0%	13%	-10%	-17%	0%	27%
CCC(=O)Nc1sc2c(c1C(=O)OC)CCN(Cc1ccccc1)C2	/	4%	-33%	1%	-10%	-2%	-14%	-1%	3%
Cc1ccc(OCC(=O)N2c3ccccc3CC2C)c([N+](=O)[O-])n1 (stereo unspecified)	-9%	1%	-4%	1%	-23%	i	-10%	-7%	6%
CCCC1NC(=O)NC(C)=C1C(=O)OCC (stereo unspecified)	6%[12.7 µM]	-2%	14%	-7%	8%	8%	6%	-2%	33%
COCCN(C(=O)c1csnn1)C(C(=O)NC1CCCC1)c1ccccc1F (stereo unspecified)	-2%	9%	6%	1%	10%	-5%	6%	-2%	-12%
CCc1ccc(OCCCC(=O)Nc2cccc(C(=O)O)c2)cc1	0%	-5%	-16%	-18%	7%	-2%	-13%	0%	27%
O=C(Nc1ccc(S(=O)(=O)NCc2ccccc2)cc1)c1ccc(Br)o1	-10%[59 µM]	1%	-6%	3%	-13%	-14%	-10%	-4%	41%[activator]
CCc1cc(C(=O)N/N=C/c2ccc(OC)cc2)c2ccccc2n1	40%	1%	3%	0%	-10%	-11%	-10%	-7%	9%
O=C(Nc1nccs1)c1cccc(NC(=O)c2ccco2)c1	?	-9%	10%	11%	15%	-8%	-18%	4%	20%
O=C(C1=C(O)C(=O)N(CC2CCCO2)C1c1ccccc1F)c1ccco1 (stereo unspecified)	40µM*	0%	-11%	-7%	5%	18%	-17%	-6%	12%
COc1ccc2cc(Br)ccc2c1CC(=O)NCCCN1CCOCC1	/	-3%	/	-5%	33%[activator]	-7%	-16%	/	15%
CCS(=O)(=O)c1ncc(N(Cc2ccccc2)Cc2ccco2)c(C(=O)Nc2ccc(C)c(C)c2)n1	?	6%	?	15%	13%	8%	-26%	-8%	22%
